Compound activity: PubChem BioAssay, National Center for Advancing Translational Sciences (NCATS)
AmpC detergent – inhibitors of E. coli AmpC beta-lactamase with detergent; Potency, µM (titrated, usually from 114 µM), for inactives: at the top dose activity change, negative = inhibition, usual class: inhibitors; 0.041% of 370,000 active; AmpC hydrolysis of nitrocefin, absorbance 480 nm, 0.01% Triton;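 further: potency means the concentration at half of the fitted maximal effect; 0% = no-compound wells and -100% = no-enzyme wells; nearly all actives have a fitted effect of over 25% in size; some results filed as inactive show a strong effect at the top dose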
Target sequence (P00811 whole entry, looked up): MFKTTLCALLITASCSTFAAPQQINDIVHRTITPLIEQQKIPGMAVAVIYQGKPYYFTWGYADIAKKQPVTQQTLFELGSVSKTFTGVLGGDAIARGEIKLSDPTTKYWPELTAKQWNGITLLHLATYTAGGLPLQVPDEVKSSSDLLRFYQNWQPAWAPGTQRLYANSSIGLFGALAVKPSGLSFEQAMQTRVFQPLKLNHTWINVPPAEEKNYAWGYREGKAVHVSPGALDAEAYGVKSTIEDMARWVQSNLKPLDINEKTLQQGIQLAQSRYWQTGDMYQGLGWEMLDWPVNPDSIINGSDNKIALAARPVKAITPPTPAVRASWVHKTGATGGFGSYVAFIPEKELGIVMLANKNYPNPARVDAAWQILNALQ
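20 mM phosphate pH 7.0 + 0.01% (detergent screen) or 0.0001% Triton X-100; 5.3 nM AmpC reagent; cpd preinc 15 min RT; nitrocefin (800 uM stock) to start; A480 q20 s × 4 min; Activity was normalised to no-enzyme and no-compound control wells.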
Sm TGR block – S. mansoni TGR enzyme inhibition. 3% of 360,000 active. purified TGR, DTNB reduction, TNB absorbance 405 nm. Potency, µM (titrated, usually from 114 µM), for inactives: at the top dose activity change, negative = inhibition, actives largely listed as inhibitors. AID 485364; further: potency means the concentration at half of the fitted maximal effect; nearly all actives have a fitted effect of over 60% in size
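Kinetic colorimetric format: TGR-catalysed, NADPH-driven DTNB reduction monitored via TNB absorbance. Enzyme dispensed at 20 nM; compound exposure 15 min at room temperature before reaction start.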
HCMV antiviral – blocks human cytomegalovirus replication | HFF cells, HCMV-luciferase reporter, 72 h; stronger effect = lower value | activity change, negative = inhibition, % at 57.5 µM | 4.5% of 410,000 active | AID 1259415; in the data active means activity change below about -60%; inconclusive means no clear call, values can overlap the other calls; inactive means above about -39%
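Luciferase read-out from HCMV-luciferase-infected HFFs (MOI 1 PFU/cell) 72 h post infection at 37C; compounds added after 16 h cell attachment; activity normalized between buffer-only basal and Salinomycin (10uM) inhibitor controls.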
Tb PYK inh – blocks Trypanosoma brucei pyruvate kinase; Q57TT1; TbPYK enzyme, Kinase-Glo Plus ATP luminescence, 45 min; Potency, µM (highest dose often 76.8 µM), for inactives: at the top dose activity, negative = inhibition, most hits filed as inhibitors; 0.12% of 410,000 active; further: potency means the concentration at half of the fitted maximal effect; nearly all actives have a fitted effect of over 50% in size
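Glycolytic pyruvate kinase of T. brucei was incubated with substrate, test compound and 130 uM ADP for 45 minutes at room temperature. Luminescent Kinase-Glo Plus signal was measured after 10 minutes.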
AmpC inh no detg – AmpC beta-lactamase inhibition without detergent; Potency, µM (highest dose often 57.1 µM), without a hit: top-dose activity change, negative = inhibition, most hits filed as inhibitors; P00811; AID 485341; 0.52% of 330,000 active; AmpC nitrocefin hydrolysis, absorbance 480 nm, 0.0001% Triton;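 further: potency means the concentration at half of the fitted maximal effect; plate controls were no compound for no effect and no enzyme for full effect; nearly all actives have a fitted effect of over 20% in size; some results filed as inactive show a strong effect at the top dose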
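20 mM phosphate pH 7.0 + 0.01% (detergent screen) or 0.0001% Triton X-100; 5.3 nM AmpC reagent; cpd preinc 15 min RT; nitrocefin (800 uM stock) to start; A480 q20 s × 4 min; Activity was normalised to no-enzyme and no-compound control wells.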
AMA1 RON2 block – inhibitors of Plasmodium falciparum AMA1-RON2 interaction. AlphaScreen AMA1-biotinylated RON2 peptide binding. Potency, µM (doses to about 58.2 µM), inactives show at the top dose activity change, negative = inhibition, actives largely listed as inhibitors. 0.2% of 360,000 active;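 further: potency means the concentration at half of the fitted maximal effect; 0% = vehicle wells and -100% = peptide control; nearly all actives have a fitted effect of over 45% in size; some results filed as inactive show a strong effect at the top dose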
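AMA1 (3D7) with his tag at 25 nM final met compounds first, then biotinylated RON2 peptide at 25 nM; detection used donor plus acceptor beads, 10 µg/mL apiece, read by AlphaScreen after 30 min at room temperature.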
LmPK inh – blocks Leishmania mexicana pyruvate kinase activity; 0.37% of 290,000 active; purified LmPK, Kinase-Glo ATP luminescence, 1 h; AID 1721; Potency, µM (doses to about 57.5 µM), for inactives: at the top dose activity change, negative = inhibition, hits mostly inhibitors; Q27686; further: potency means the concentration at half of the fitted maximal effect
Target sequence (Q27686 whole entry, looked up): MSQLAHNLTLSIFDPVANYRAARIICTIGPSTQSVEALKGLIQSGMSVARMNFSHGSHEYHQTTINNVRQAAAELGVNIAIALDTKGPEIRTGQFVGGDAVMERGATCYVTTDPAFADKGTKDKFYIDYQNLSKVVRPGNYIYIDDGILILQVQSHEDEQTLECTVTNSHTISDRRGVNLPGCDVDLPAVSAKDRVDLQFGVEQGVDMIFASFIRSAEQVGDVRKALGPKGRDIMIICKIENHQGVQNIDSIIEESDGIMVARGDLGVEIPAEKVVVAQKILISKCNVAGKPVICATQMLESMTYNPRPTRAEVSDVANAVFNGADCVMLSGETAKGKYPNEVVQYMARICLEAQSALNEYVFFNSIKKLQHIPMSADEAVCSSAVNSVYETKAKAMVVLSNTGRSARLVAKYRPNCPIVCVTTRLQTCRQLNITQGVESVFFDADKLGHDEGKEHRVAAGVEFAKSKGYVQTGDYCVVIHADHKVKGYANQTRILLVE
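Purified LmPK (0.1 nM) with 0.5 mM PEP and 0.1 mM ADP in imidazole buffer pH 7.2 with MgCl2/KCl, 1 h at room temperature. ATP formed was read by luciferase luminescence and normalized to no-enzyme and uninhibited controls.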
Numbers without * were called inactive; ? = inconclusive; · = not tested or not shown; & = joins results of further samples; [ ] = dose if it differs, or a comment. Unless noted, the call rests on the fitted dose curve; in most records, active means well fitted curve in the direction sought with a large enough effect; inconclusive means small, poorly fitted or top-dose-only effect, or another doubt; inactive means no such curve, though single readings can be large; an effect the other way counts as inactive or inconclusive. Unless noted, on the % scale 0 is the no-effect control and ±100 the full control effect.

SMILES	AmpC detergent	Sm TGR block	HCMV antiviral	Tb PYK inh	AmpC inh no detg	AMA1 RON2 block	LmPK inh
Cc1cc2c(c(=O)o1)C(c1cccs1)C(C#N)=C(N)O2 (stereo not drawn)	-13%	-8%	-3	4%	-45%	5%	0%
O=C(Cc1ccc2c(c1)OCCO2)Nc1ccc(Cl)c(S(=O)(=O)N2CCOCC2)c1	-3%	3%	-38	3%	-49%	-1%	·
Cc1ccc(N2CCN(C(=O)c3ccc(Nc4nc5ccccc5n5nnnc45)cc3)CC2)c(C)c1	12%	5%	-5	1%	·	·	·
CC(C)CNC(=O)COC(=O)c1ccc(Cl)c(S(N)(=O)=O)c1	4%	-8%	14	-5%	-8%	17%	-5%
CN1Cc2cc(C(=O)c3cc(Cl)cc(CSc4ncccn4)c3O)cnc2NC1=O	?	-6%	·	·	-1%	·	-3%
Cc1cccc(C(=O)NNC(=O)c2ccccc2[N+](=O)[O-])c1	-10%	3%	17	-12%	-7%	56%[activator]	-2%
CCOC(=O)C1=C(C)NC(C)=C(C(=O)OCC)C1C(=O)OCC(=O)N(C)C1CCS(=O)(=O)C1 (stereo not drawn)	2%	8%	-38	3%	1%	-15%	6%
CCOC(=O)c1c(C)nc2c(c1-c1ccc(OC)c(OC)c1)C(=O)c1ccccc1-2	-7%	4%	2	2%	0%	-9%	10%
CCOc1ccc(C(=O)c2cn(Cc3ccccc3OC)c3cc4c(cc3c2=O)OCCO4)cc1	-2%	?	-8	-6%	·	·	·
O=C(Cc1ccccc1)Nc1sc2c(c1C(=O)Nc1ccccc1Cl)CCC2	12%	1%	3	-3%	·	·	·
C/C(=N\OCC(=O)Nc1ccc2c(c1)OCCO2)c1ccc2c(c1)OCCO2	-6%	-15%	?	2%	-2%	-16%	4%
O=S(=O)(c1ccc(F)cc1)N1CCCNCC1	0%	-35%	11	4%	-15%	-4%	2%
CCOC(=O)n1c(=O)n(Cc2cccc(F)c2)c2ccccc21	2%	4%	-28	1%	19%	-16%	-5%
COc1ccc(CNC(=O)C2=C(C)C(=O)OC23CCN(C(C)=O)CC3)cc1	2%	22%	0	15%[15.4 µM]	·	·	·
CN(C(=O)CN1C(=O)S/C(=C\c2cccc(Cl)c2)C1=O)C1CCS(=O)(=O)C1 (stereo not drawn)	-7%	1%	-22	-8%	132%[activator]	4%	-5%
O=[N+]([O-])c1ccc(CSc2nnc(Cc3ccccc3)n2-c2ccc(F)cc2)cc1	2%	1%	?	-7%	44%	-2%	4%
Cn1cnc([N+](=O)[O-])c1S(=O)(=O)Oc1ccc(Cl)cc1	·	·	18	-5%	·	5%	·
CCOC(=O)C1(Cc2cccc(Cl)c2)CCCN(C(=O)c2c(CC)noc2C)C1 (stereo not drawn)	-1%	4%	-14	2%	164%[activator]	1%	0%
Cc1csc2c(SCC(=O)NNS(=O)(=O)c3cccc(C(F)(F)F)c3)ncnc12	8%	-1%	-28	1%	-8%	23%	2%
CCCn1c2ccccc2c2cnn(CC(=O)NC3CCCCC3C)c(=O)c21 (stereo not drawn)	0%	-2%	-17	2%	-11%	9%	0%
Cc1ccccc1-c1noc(-c2ccc(NCc3cccnc3)c([N+](=O)[O-])c2)n1	-1%	-12%	11	3%	·	·	·
COc1ccc(OC)c(NP(=O)(Oc2ccc(Cl)cc2)Oc2ccc(Cl)cc2)c1	?	-16%	59	2%	-21%	5%	-1%
Cc1ccc(OCCn2c(=O)n(C)c3ccccc32)cc1	1%	0%	101	-3%	74%[activator]	-4%	6%
CCCS(=O)(=O)N1CCN(S(=O)(=O)c2ccccc2)CC1	4%	1%	20	-1%	4%	30%	-6%
CCn1c(C(=O)N2CCC(C(=O)NCCc3ccc(C)cc3)CC2)cc2sccc21	-11%	7%	·	-9%	·	·	·

Going on with the list.
SMILES	AmpC detergent	Sm TGR block	HCMV antiviral	Tb PYK inh	AmpC inh no detg	AMA1 RON2 block	LmPK inh
Cc1ccc(S(=O)(=O)N(C)C)cc1NC(=O)CCCNC(=O)c1ccc(Cl)cc1	1%	-3%	-36	-1%	36%	1%	0%
O=C1C2C3C=CC(CC3)C2C(=O)N1/N=C/c1c(O)ccc2ccccc12 (stereo not drawn)	-9%	1%	?	3%	138%[activator]	41%[activator]	3%
CCOCCCNC(=O)c1ccc(C2SCC(=O)N2Cc2ccccc2)cc1 (stereo not drawn)	?	5%	-24	-6%	26%	0%	-5%
Cc1cc(-c2nnc(CCC(=O)NC(c3ccccc3)c3ccccc3)o2)no1	-3%	12%	3	3%	14%	-3%	5%
CCc1nnc(NC(=O)CN2CCN(Cc3ccc(F)cc3)CC2)s1	-9%	-5%	-6	-3%	31%	49%[activator]	1%
COc1ccc2cc3c(N)nn(C(=O)c4cccc([N+](=O)[O-])c4)c3nc2c1	-15%	0%	-86*	0%	1%	-8%	-1%
CCN(C(=O)COC(=O)c1ccc(OCc2c(C)noc2C)cc1)c1ccccc1	-5%	-5%	43	2%	81%[activator]	-3%	0%
FC(F)Oc1ccc(NC(=S)NCc2ccco2)cc1Cl	-6%	·	-37	-6%	-32%	36%[activator]	2%
C1=C(c2ccccc2)CCN(c2ncnc3nc[nH]c23)C1	?	50µM*	49	-5%	?	37%[activator]	-2%
CCOc1ccc(OCCC(=O)OCC(=O)N(CC)c2c(N)n(Cc3ccccc3)c(=O)[nH]c2=O)cc1	·	·	-20	0%	·	-5%	·
O=C(CN1C(=O)COc2ccc(S(=O)(=O)N3CCCCCC3)cc21)N1CCN(c2ccc(Cl)cc2)CC1	1%	10%	-14	-1%	·	·	·
COC(=O)c1oc2ccccc2c1N	0%	-7%	6	4%	-14%	-6%	-5%
O=C(CCCNS(=O)(=O)c1cccc2nsnc12)NCCc1ccccc1	-15%	13%	38	-22%	-7%	-2%	0%
CCCCOc1ccccc1N	-12%	-26%	-24	6%	-23%	0%	0%
NCCNCCNCCN	?	-8%	-40	-11%&-1%	-7%	55%[activator]	-2%
CCOC(=O)c1ccc(NC(=O)c2nc[nH]c2C(=O)N[C@@H](CC(C)C)C(=O)OCc2ccccc2)cc1	3%	17%	-7	0%	-30%	122%[activator]	7%
Cc1cc[n+](CCc2ccccc2)cc1C	2%	0%	2	-2%	-4%	-10%	1%
Cc1cc(C)nc(N/N=C/c2cc3c(cc2[N+](=O)[O-])OCO3)n1	1%	-3%	?	0%	-2%	32%[activator]	-4%
Cc1cc(NC(=O)CSCC(=O)Nc2ccccc2Oc2ccccc2)no1	?	-4%	-37	-3%	-21%	8%	·
C=CCn1c(=O)/c(=C/c2ccc(O)cc2)s/c1=C(/C#N)c1nnc2n1CCCCC2	3%	-12%	?	-1%	-8%	-2%	1%
S=c1[nH]nc(C2CCCCC2)n1/N=C/c1ccc(Br)cc1	-4%	12%	-32	?	-18%	60%[activator]	1%
CC(C)C(NC(=O)/C=C/c1ccc(F)cc1)C(C)C	-5%	6%	-34	-10%	-10%	0%	-3%
Nc1ccc(C2(c3ccc(N)cc3)CCCCC2)cc1	-9%	9%	3	2%	21%	?	4%
CCOC(=O)c1sc(N(Cc2ccccc2)C(=O)CSc2nnc(C3CC3)n2N)nc1C	-9%	0%	-12	4%	-6%	-6%	1%
CC1CN(C(=O)Nc2ccc(F)cc2F)CC(C)O1 (stereo not drawn)	0%	-7%	-2	-2%	20%	3%	13%

Whole records, looked up by structure. Screens in order: AmpC detergent, Sm TGR block, HCMV antiviral, Tb PYK inh, AmpC inh no detg, AMA1 RON2 block, LmPK inh
Cn1cnc([N+](=O)[O-])c1S(=O)(=O)Oc1ccc(Cl)cc1 in the list: ·, ·, 18, -5%, ·, 5%, ·
C1=C(c2ccccc2)CCN(c2ncnc3nc[nH]c23)C1 in the list: ?, 50µM*, 49, -5%, ?, 37%[activator], -2%
CCCS(=O)(=O)N1CCN(S(=O)(=O)c2ccccc2)CC1 in the list: 4%, 1%, 20, -1%, 4%, 30%, -6%
Cc1cc(NC(=O)CSCC(=O)Nc2ccccc2Oc2ccccc2)no1 in the list: ?, -4%, -37, -3%, -21%, 8%, ·
COc1ccc(OC)c(NP(=O)(Oc2ccc(Cl)cc2)Oc2ccc(Cl)cc2)c1 in the list: ?, -16%, 59, 2%, -21%, 5%, -1%

Other records follow.
SMILES	AmpC detergent	Sm TGR block	HCMV antiviral	Tb PYK inh	AmpC inh no detg	AMA1 RON2 block	LmPK inh
CN(Cc1ccccc1)S(=O)(=O)c1ccc(OCC(=O)NCc2ccncc2)cc1	2%	2%	-7	1%	49%	-23%	-3%
COc1ccc(C(=O)OC2CCN(c3ncc(C(F)(F)F)cc3Cl)CC2)cc1	-7%	18%	?	0%	-5%	28%	2%
C=CCN1C(=O)C(CC(=O)Nc2ccccc2)SC1=Nc1ccc(S(N)(=O)=O)cc1 (stereo not drawn)	-2%	-8%	-7	0%	-32%	-8%	5%
Cc1cc(C)c(NC(=O)CSc2nc(=O)n(Cc3ccncc3)c3c2CCC3)c(C)c1	0%	1%	-4	1%	·	·	·
CC1Cc2ccccc2N1C(=O)CSc1nc(-c2ccco2)cc(C(F)(F)F)n1 (stereo not drawn)	-12%	0%	23	8%	-18%	-3%	4%
O=C(Cc1ccccc1)Nc1ccc(C(=O)Nc2ccccc2C(=O)O)cc1	6%	-3%	38	-13%	50%	-14%	-9%
CC(C)(c1ccc(O)cc1)c1ccc(O)c(C(=O)O)c1	·	·	15	3%	·	16%	·
O=c1oc(-c2ccc(O)c(O)c2)cc2cccc(O)c12	·	·	12	-21%	-54%	-10%	·
O=C(N/N=C\c1ccc(O)c([N+](=O)[O-])c1)c1ccccc1-n1cccc1	?	-4%	-22	-8%	-33%	-4%	-4%
CC(=O)Nc1ccc(S(=O)(=O)NCCc2ccc(F)cc2)cc1	-14%	4%	-20	-2%	-32%	7%	6%
CCOc1ccccc1OCC(=O)OCc1csc(CC(=O)Nc2ccccc2C)n1	0%	-4%	-38	9%	7%	-12%	·
O=C(Nc1oc2ccccc2c(=O)c1-c1ccccc1)c1ccco1	·	·	19	1%	·	-7%	·
COc1ccccc1Nc1nc(N)nc(CN2CCc3ccccc3C2)n1	-2%	-27%	-15	-5%	39%	36%[activator]	6%
O=C(O)c1cc(=S)nc[nH]1	·	·	1	?	·	-52%	·
CCOc1ccccc1OCCCC(=O)N(CC)CC(=O)Nc1ccc(NC(C)=O)cc1	-18%	-2%	-13	-12%	13%	7%	·
COCCCNC(=O)/C(C#N)=C/c1c(N2CCN(C)CC2)nc2ccccn2c1=O	5%	0%	2	-2%	-17%	3%	-2%
COC(=O)CSc1nc2cc(C)ccc2cc1C#N	-3%	12%	48	0%	-26%	36%[activator]	6%
